PAFAH1B2 inh – PAFAH1B2 enzyme inhibitors, primary screen, biochemical, fluorescence polarization, human | Platelet-activating factor acetylhydrolase IB subunit alpha2 (Homo sapiens), P68402 | recombinant PAFAH1B2, FP-rhodamine activity probe | inhibition, % at 3.39 µM | 1.2% of 340,000 active | AID 492953, 2010;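 active means inhibition above the mean of all tested compounds plus 3 SD, cut at about 24% in these data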;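 further: 0% = enzyme with DMSO and 100% = wells lacking PAFAH1B2; many of its hits are not listed in these tables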
LYPLA1 counter – LYPLA1 inhibitors, primary screen, counter-screen for PME1 inhibitor project, biochemical, fluorescence polarization, FP-Rh probe ABPP | Acyl-protein thioesterase 1 (Homo sapiens), O75608 | recombinant LYPLA1 | inhibition, % at 5.9 µM | 0.16% of 320,000 active;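 active means inhibition above the mean of all tested compounds plus 3 SD, set per campaign, cut at about 14% in these data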;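 further: inhibitors block serine hydrolase probe labeling of LYPLA1 so polarization falls; 0% = enzyme with DMSO and 100% = wells lacking LYPLA1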
GSTO1 counter – inhibitors of recombinant GSTO1, primary screen, counter-screen for RBBP9 inhibitor project, biochemical, fluorescence polarization. inhibition, % at 5.96 µM. activity-based probe fluorescence polarization. 1.1% of 300,000 active. Glutathione S-transferase omega-1 (Homo sapiens), P78417. AID 1974, 2009;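 active means inhibition above the campaign mean inhibition plus 3 SD, cut at about 35% in these data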;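 further: 0% = GSTO1-1 with DMSO and 100% = wells lacking GSTO1-1 enzyme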
Target sequence (P78417 whole entry, looked up): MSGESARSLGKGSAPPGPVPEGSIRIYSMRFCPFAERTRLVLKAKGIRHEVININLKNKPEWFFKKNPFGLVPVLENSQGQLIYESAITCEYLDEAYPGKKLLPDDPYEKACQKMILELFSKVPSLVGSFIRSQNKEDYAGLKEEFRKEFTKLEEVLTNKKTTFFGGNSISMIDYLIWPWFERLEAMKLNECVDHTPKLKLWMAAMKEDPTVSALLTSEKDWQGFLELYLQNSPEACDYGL
PME-1 inh – PME-1 inhibitors via competitive probe labeling, primary screen, biochemical, fluorescence polarization, FP-Rh probe, HTS | Protein phosphatase methylesterase 1 (Homo sapiens), Q9Y570 | recombinant PME-1 | inhibition, % at 5.9 µM | 0.53% of 320,000 active;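 active means inhibition above the campaign mean of all compounds plus 3 SD, cut at about 26% in these data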;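 further: competitive labeling of PME-1 active site by serine hydrolase directed probe; 0% = PME-1 with DMSO and 100% = wells lacking PME-1 enzyme; inhibitors block probe labeling so polarization falls and inhibition rises; many of its hits are not listed in these tables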
LYPLA2 inh – LYPLA2 inhibitors, primary screen, counter-screen for PME1 inhibitor project, biochemical, fluorescence polarization, FP-Rh probe ABPP; inhibition, % at 5.9 µM; 0.38% of 320,000 active; recombinant LYPLA2; AID 2177, 2009;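 active means inhibition above the screen-wide mean plus 3 SD, limit set per campaign, cut at about 26% in these data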;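 further: 0% = LYPLA2 with DMSO and 100% = wells lacking LYPLA2 enzyme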
PAFAH1B3 FP inh – PAFAH1B3 enzyme inhibitors, primary screen, biochemical, fluorescence polarization, human | Platelet-activating factor acetylhydrolase IB subunit alpha1 (Homo sapiens), Q15102 | recombinant PAFAH1B3, FP-rhodamine probe | inhibition, % at 3.39 µM | 0.28% of 340,000 active | AID 492972, 2010;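 active means inhibition above the screen-wide average of all tested compounds plus 3 SD, cut at about 25% in these data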;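 further: 0% = enzyme with DMSO only and 100% = wells lacking PAFAH1B3 protein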
pPAFAH FP inh – pPAFAH enzyme inhibitors, primary screen, biochemical, fluorescence polarization, human. Platelet-activating factor acetylhydrolase (Homo sapiens), Q13093. recombinant pPAFAH, FP-rhodamine probe fluorescence polarization. inhibition, % at 3.39 µM. 1.5% of 330,000 active;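 active means inhibition above the mean inhibition across the screen plus 3 SD, cut at about 25% in these data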;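 further: inhibitors block binding of the rhodamine activity-based probe so polarization drops; 0% = enzyme with DMSO and 100% = wells lacking pPAFAH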
PAFAH2 inh – PAFAH2 enzyme inhibitors, primary screen, biochemical, fluorescence polarization, human | inhibition, % at 3.39 µM | recombinant PAFAH2, FP-rhodamine activity probe | 0.99% of 340,000 active | AID 492956, 2010 | Platelet-activating factor acetylhydrolase 2, cytoplasmic (Homo sapiens), Q99487;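 active means inhibition above the mean over all tested compounds plus 3 SD, cut at about 30% in these data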;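 further: inhibitors block probe labeling of enzyme so polarization drops; 0% = enzyme with DMSO and 100% = wells lacking PAFAH2 protein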
PAD4 inh – human PAD4 inhibitors, primary screen, biochemical, fluorescence polarization, 1536-well format | recombinant PAD4, RCA probe fluorescence polarization | inhibition, % at 6.36 µM | 0.41% of 330,000 active;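 active means percent inhibition above a cutoff equal to the mean of all tested compounds plus 3 SD, cut at about 15% in these data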;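 further: 0% = PAD4 with RCA probe and DMSO and 100% = probe without PAD4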
Target sequence (Q9UM07 whole entry, looked up): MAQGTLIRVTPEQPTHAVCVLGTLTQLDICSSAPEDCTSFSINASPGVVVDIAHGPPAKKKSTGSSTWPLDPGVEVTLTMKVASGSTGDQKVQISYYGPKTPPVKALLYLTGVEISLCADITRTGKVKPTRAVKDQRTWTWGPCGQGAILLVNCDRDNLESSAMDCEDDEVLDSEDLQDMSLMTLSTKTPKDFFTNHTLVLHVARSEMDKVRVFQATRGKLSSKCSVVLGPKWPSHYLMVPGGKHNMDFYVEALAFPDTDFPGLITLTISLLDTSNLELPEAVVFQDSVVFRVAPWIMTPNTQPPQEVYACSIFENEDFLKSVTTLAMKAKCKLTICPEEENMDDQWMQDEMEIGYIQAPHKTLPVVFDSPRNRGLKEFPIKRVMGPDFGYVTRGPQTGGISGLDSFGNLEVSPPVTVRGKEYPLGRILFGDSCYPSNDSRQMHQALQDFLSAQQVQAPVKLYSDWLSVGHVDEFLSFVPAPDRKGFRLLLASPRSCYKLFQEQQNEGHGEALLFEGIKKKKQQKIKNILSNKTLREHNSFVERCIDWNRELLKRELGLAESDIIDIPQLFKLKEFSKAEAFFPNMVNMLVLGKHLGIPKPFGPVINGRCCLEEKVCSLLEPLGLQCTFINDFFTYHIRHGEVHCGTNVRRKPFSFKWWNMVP
* hit, by the source's call; . = not tested or not shown. This is a subset; the hit share may differ from the screen's.

Molecule	LYPLA2 inh	pPAFAH FP inh	PAFAH1B2 inh	PAFAH1B3 FP inh	PAFAH2 inh	LYPLA1 counter	PAD4 inh	PME-1 inh	GSTO1 counter
COc1cc2c(cc1OC)C(c1cc(Br)ccc1F)N(C(=O)CCl)CC2 (stereo not given)	5	1	6	1	15	-3	0	31*	86*
CCCN(CCO)Cc1ccc(F)c(Br)c1	-1	3	-6	7	-1	-2	-3	4	1
CCOC(=O)c1cnc2cc(F)c(F)cc2c1N1CCN(C)CC1	-3	5	4	11	1	0	-1	-3	-5
Cc1occc(=O)c1OC(=O)Nc1ccccc1	0	5	2	7	3	5	4	3	2
CN(C)CCCNC(=O)CC(c1ccccc1)c1ccccc1O (stereo not given)	2	3	2	8	-3	2	-1	-6	13
CCC(CC)C(=O)Nc1cccc(C(=O)N2CCOCC2)c1	-5	4	3	15	3	-3	4	-3	3
COc1ccc(N2CC(C(=O)N[C@@H](C)C(=O)NCc3ccccc3OC)CC2=O)cc1 (stereo not given in full)	-3	6	3	1	-1	-3	-5	-5	5
CCC(C)[C@H](NC(=O)N1CC(=O)Nc2ccccc21)C(=O)N[C@@H](C(=O)O)c1ccccc1 (stereo not given in full)	-2	2	-4	7	8	0	0	8	-9
OCC[C@@H]1C[C@H](O)[C@@H](O)[C@]2(CCCCO2)O1	-3	0	2	-7	0	2	6	7	2
O=C1c2ccccc2-n2c1nc1ccccc1c2=O	5	6	6	0	32*	0	-7	3	18
COc1cc(/C=C2\N=C3CCCCCN3C2=O)ccc1O	6	-1	-4	3	7	1	-7	4	1
CCC(=O)Nc1cc(NC(=O)CSc2nnc(C(C)C)n2CC)ccc1C	1	1	4	6	0	3	0	-3	11
COc1ccc(NC(=S)N(Cc2ccc(Cl)cc2)Cc2ccc(C(=O)O)cc2)cc1Cl	7	2	9	0	-3	-1	1	2	-22
CSc1nc(C)cc(OCC#N)n1	3	5	4	4	-8	6	2	-7	9
COc1ccc(-c2c(C)oc3c(CN4CCCCC4C)c(O)ccc3c2=O)cc1OC (stereo not given)	5	8	1	5	-4	2	-5	-9	-2
O=C(NNC(=O)C1CCCO1)c1ccc(F)cc1 (stereo not given)	1	-5	3	9	0	4	-1	-2	3
COc1ccc(-c2csc3ncnc(N4CCN(c5cccc(Cl)c5)CC4)c23)cc1	4	1	5	-2	-9	1	-4	-6	-2
Cc1nnc(NC(=O)C2CCCO2)s1 (stereo not given)	6	5	-5	10	3	3	-5	-5	-1
C/C(=N/OC(=O)c1ccccc1)c1oc(C)nc1C	3	3	6	-9	-3	1	0	1	-12
Cc1cc(C)c(COCc2cc(/C=N/O)c(C)cc2C)cc1/C=N/O	-4	-10	-3	-5	-7	-5	7	-7	0
COc1cc(CCC(=O)OCC(=O)Nc2ccc(F)c(F)c2)cc(OC)c1OC	-6	4	3	16	1	-4	1	-1	5
CN(C(=O)COC(=O)c1ccc(Br)o1)c1c(N)n(Cc2ccccc2)c(=O)[nH]c1=O	7	1	3	2	4	5	-4	2	2
CCOC(=O)c1c(C2CC2)csc1NC(=O)COC(=O)c1ccc[n+]([O-])c1	-1	5	2	-2	2	-2	-2	-6	1
Cc1cccc(NCc2ccc(N(C)C)cc2)n1	5	2	4	0	2	2	-4	4	14
O=[N+]([O-])c1cc(S(=O)(=O)N2CCCC2)ccc1N/N=C/c1cccnc1	2	-2	0	4	-7	-1	0	4	0
O=S(=O)(c1ccc(SCc2ccccc2)nc1)N1CCCCCC1	2	2	7	10	1	-4	3	0	.
O=C(Nc1ccncc1)C1CCN(S(=O)(=O)c2c(Cl)cccc2Cl)CC1	0	0	-3	-1	-1	-3	2	9	-7
O=C1CCCN1C(=O)COc1ccccc1[N+](=O)[O-]	7	5	6	3	30*	4	-2	7	1
Cc1ccc(CNC(=O)CSc2nc3ccsc3c(=O)n2Cc2ccccn2)cc1	-2	0	-3	5	4	-1	-1	4	-8
CCOc1ccc(C2C(C#N)=C(N)Oc3nc[nH]c(=O)c32)cc1OC (stereo not given)	1	0	1	-3	0	-1	-7	4	2
O=C(c1cc(COc2c(F)cccc2F)on1)N(Cc1ccccc1)CC1CC1	-2	-1	0	1	5	4	-3	-1	3
COc1cccc(N2CC(NS(=O)(=O)c3cccs3)CC2=O)c1 (stereo not given)	-3	4	5	-3	0	0	-4	-2	7
COc1ccc(Cl)c2sc(N3CCN(C(C)=O)CC3)nc12	-2	3	2	5	-75	0	-4	-2	-2
O=C(NCc1ccco1)[C@@H]1CCCN1C(=O)c1cccs1	-1	-1	-6	0	9	4	4	-3	-2
Cc1ccc2cccc(Oc3ncnc4sc(C)c(C)c34)c2n1	1	3	3	11	1	-2	-4	-1	10
CCOc1ccc(S(=O)(=O)N2CCN=C2c2ccccc2)cc1	1	-2	4	-3	-2	3	-1	-1	4
CSc1ccc(C=O)cc1	-2	2	7	10	2	2	4	-1	.
O=C(Nc1ccc(Br)cc1Cl)Nn1cnnc1	-3	-3	6	4	-15	1	-2	0	6
O=C(OCc1ccc(Cl)c(Cl)c1)c1ccc[nH]1	-3	-2	5	4	47*	-4	-6	-9	-7
COc1ccc(NC(=O)CN(c2ccc(OC)c(Cl)c2)S(=O)(=O)c2ccccc2)c(OC)c1	-1	2	6	4	4	-2	0	-3	1
O=C(COC(=O)[C@@H]1CC(O)CN1S(=O)(=O)c1ccc2c(c1)OCCO2)Nc1ccccc1F (stereo not given in full)	6	4	6	5	7	3	2	-4	-1
COc1cc(NC(=O)c2ccc3c(c2)OCO3)ccc1NC(=O)C(C)C	-5	-4	5	-3	6	-1	-1	-8	-12
CN(C(=O)C1CCCO1)c1nnc(-c2ccccn2)s1 (stereo not given)	-2	5	2	-11	1	-3	2	-1	5
COc1ccc(NS(=O)(=O)c2ccc(C)cc2)c([N+](=O)[O-])c1	1	2	6	2	5	-1	5	-4	-8
CCc1ccc(N2CC(C(=O)Nc3ccc(S(=O)(=O)N4CCCCC4)cc3)CC2=O)cc1 (stereo not given)	-32	-9	-4	-7	-10	-14	-8	-40	2
O=C(Cc1nnc(NC(=O)c2ccccc2)s1)N/N=C/c1ccc(O)cc1	-15	6	6	11	8	-7	1	-6	2
COC(=O)c1ccc(/C=C/C(=O)OCC(=O)NCc2cccs2)cc1	.	1	5	6	11	.	5	.	.
c1ccc(-c2onc(-c3ccco3)c2-c2ccc3c(c2)OCO3)cc1	-2	23	10	8	2	-1	3	-4	-1
N#CCSc1nnc(COc2ccccc2)n1-c1ccccc1	-1	3	2	8	-9	-2	5	6	3
CCOC(=O)C1CCCN(C(=O)CN2CCN(Cc3ccc(Cl)cc3)C2=O)C1 (stereo not given)	2	2	.	.	.	3	-5	6	-2
CC(C)OP(=O)(c1ccc(N(C)C)cc1)C(O)c1ccc(Br)cc1 (stereo not given)	3	5	9	7	-1	2	-5	0	-4
COc1ccccc1N1CCN(C(=O)c2ccc(COc3cccc4c3OC(C)(C)C4)cc2)CC1	2	-4	5	2	2	1	-1	-2	0
CC(Sc1nc(C2CC2)n(-c2ccccc2)n1)C(=O)c1c(N)n(C)c(=O)n(C)c1=O (stereo not given)	-8	5	4	5	5	-4	3	-2	5
O=C(Nc1c2c(nn1-c1ccccc1)CS(=O)(=O)C2)c1cc2ccccc2o1	-3	-1	2	0	9	1	-10	0	0
Cc1cccc(C)c1NC(=O)CNC(=O)c1ccccc1	14	0	-2	7	0	3	-3	1	12
COc1cc(OC)cc(C(=O)NCC(=O)N2CCN(Cc3ccccc3)CC2)c1	.	2	4	10	0	.	-4	.	.
CCCOC(=O)Nc1cc(OC)ccc1[N+](=O)[O-]	7	-1	3	7	-2	3	-4	-1	10
Cc1ccc(NC(=O)COC(=O)CC2SC(N3CCCC3)=NC2=O)cc1 (stereo not given)	-2	1	4	5	7	-2	2	3	.
C=CCn1c(=N)n(CC(=O)OCC)c2ccccc21	-2	3	1	2	-1	0	-7	-6	-3
COc1cccc(NC2CC(=O)N(CCc3ccccc3)C2=O)c1 (stereo not given)	1	8	-2	1	-2	2	-2	-3	3

(next part)
Molecule	LYPLA2 inh	pPAFAH FP inh	PAFAH1B2 inh	PAFAH1B3 FP inh	PAFAH2 inh	LYPLA1 counter	PAD4 inh	PME-1 inh	GSTO1 counter
CC(=O)C[C@H](O)CC(=O)[C@H]1OC(=O)CC/C=C\Cc2ccccc21	2	-1	13	1	3	4	22*	1	.
O=C(COC(=O)c1ccc2c(c1)C(=O)N(c1cccc3ncccc13)C2=O)c1ccc(Cl)cc1	10	1	2	0	3	-3	0	5	5
CC(C)CCNC(=O)CN(Cc1ccco1)C(=O)c1snc(C(N)=O)c1N	-4	-2	1	6	8	-1	-3	2	1
CCC(C(=O)NC1CC(C)(C)NC(C)(C)C1)c1ccccc1 (stereo not given)	-2	1	7	16	0	2	-1	-2	3
Cn1cc(/C=N/n2cnc3scc(-c4ccccc4)c3c2=O)c2ccccc21	-9	3	2	-1	-9	-8	-4	-7	-9
C=CCNC(=S)Nc1c(N)n(C)c(=O)n(C)c1=O	-2	-3	3	8	0	-1	-2	3	-4
COc1cc(OC)c(/C=N/N2CCN(c3ccccc3OC)CC2)c(OC)c1	0	1	1	-2	7	2	-3	3	4
Nc1c(S(=O)(=O)c2cccc(Cl)c2)c2nc3ccccc3nc2n1/N=C/c1ccc(O)c(O)c1	-6	71*	.	.	.	-24	-15	51*	-81
CCc1c(C)nc(N)nc1OCC(F)(F)C(F)F	0	6	-4	1	-3	5	-2	6	-62
Cn1c(=O)c2c(ncn2CC(O)CNc2ccc(F)cc2)n(C)c1=O (stereo not given)	6	2	7	7	-1	5	1	3	-7
O=C(O)c1ccccc1NS(=O)(=O)c1cccc2cccnc12	11	5	3	7	5	4	-1	8	2
COCCn1c(C)cc(C(=O)COC(=O)CCN2C(=O)c3ccccc3C2=O)c1C	-4	7	5	2	0	-6	3	-3	10
Cc1ccc(NC(=O)[C@@H]2CCCN2C(=O)c2cccs2)cc1S(=O)(=O)N1CCCCC1	-1	5	5	9	-1	-1	-2	1	.
NNC(=O)c1ccc(COCC(F)(F)F)cc1	0	4	1	-2	-4	1	2	4	1
CC(=O)c1ccc(S(=O)(=O)Oc2ccc(C(=O)O)cc2Cl)cc1	.	3	17	14	10	.	-2	.	.

Source: PubChem
